IL1B NFkB pot – enhancers of NFkB p65 translocation in HUVEC – imaging, IL-1B stimulus, high-content imaging, primary screen; HUVEC IL-1B NFkB p65 nuclear translocation imaging; 94,000 tested, 0.3% active; activation, % at 2 µM; AID 819, 2007;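 active = activation above 40%, about the mean plus 3 SD, also judged a hit on visual image review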;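 note: percent activation is computed from the nuclear over cytoplasmic p65 intensity ratio; values of inactives mirror those of a sister screen read the other way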
IL1B NFkB inh – inhibitors of IL-1B driven NFkB p65 nuclear import, primary screen, imaging, HUVEC, IL-1B stimulus, high-content imaging. HUVEC IL-1B NFkB p65 nuclear translocation imaging. inhibition, % at 2 µM. 94,000 tested, 0.43% active. AID 796, 2007;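 active = inhibition above about 30% together with a positive call from visual inspection of the well image, limit read from the data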;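 note: nuclear over cytoplasmic p65 intensity ratio measured by imaging; 0% = IL-1B stimulated DMSO wells and 100% = unstimulated DMSO wells; values of inactives mirror those of a sister screen read the other way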
PLAP inhibitors HTS – PLAP enzyme inhibitors, biochemical, luminescence, HTS (AID 690); purified PLAP, luminescent substrate; higher % means a stronger effect; 96,000 tested, 0.08% active; one-dose inhibition, % at 20 µM; IC50 in µM for titrated hits; in the data active = a potency from the dose series; inactive = the rest, 99 in 100 with inhibition below about 30%; note: strong numbers were not always called active
Bcl-B displacement – displacers of TR3 peptide from Bcl-B, primary screen, selectivity assay for Bfl-1 inhibitor project, biochemical, fluorescence polarization; Bcl-2-like protein 10 (Homo sapiens); FP displacement of FITC-TR3 peptide from Bcl-B; higher % means a stronger effect; displacement, % at 20 µM; hits with a dose series show IC50 in µM; 96,000 tested, 0.11% active; AID 748, 2007;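 active = displacement above 50% at 20 µM plus a fluorescence interference ratio under 1.5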;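 note: plate controls were wells without compound for no effect and wells lacking Bcl-B protein for full effect; a part of the inactive calls stands beside numbers as strong as those of hits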
MRP reversal – reversal of MRP1-mediated doxorubicin resistance, primary screen, H69AR cells, doxorubicin co-treatment; AID 602, 2007; H69AR cells + 2 uM doxorubicin, CellTiter-Glo, 72 h; 85,000 tested, 0.04% active; differential viability (reversal), % at 10 µM;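 active = viability drop by adding the cancer drug above about 55%, with treated viability meeting a 40% cutoff, limit read from the data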;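 note: viability without doxorubicin minus viability with 2 µM doxorubicin for each compound; larger differential means the compound sensitizes cells more to doxorubicin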
MRP reversal cytotoxicity – further read-out of MRP reversal, marked with its call; viability, %; H69AR cells, CellTiter-Glo, 72 h; measured here: cytotoxicity without doxorubicin
MRP reversal with doxorubicin – recorded beside MRP reversal, whose call it bears; viability, %; measured here: viability with 2 uM doxorubicin; active compounds read low
IL1B NFkB inh cell count 2 µM – second read-out of IL1B NFkB inh, no call of its own (marks repeat the call); cell count; measured here: cells passing quality filter;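 raw number of nuclei counted in each imaged well without normalization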
IL1B NFkB pot cell count 2 µM – recorded beside IL1B NFkB pot, whose call it bears; cell count; measured here: cells passing quality filter
Numbers without * were called inactive; nt = no result given. Only part of the results is shown, so the mix of outcomes need not match the whole.

SMILES	IL1B NFkB pot	IL1B NFkB pot cell count 2 µM	IL1B NFkB inh	IL1B NFkB inh cell count 2 µM	PLAP inhibitors HTS	Bcl-B displacement	MRP reversal	MRP reversal cytotoxicity	MRP reversal with doxorubicin
CCc1cc2cc(C)cc(C)c2nc1SCC(=O)N1CCN(C(=O)c2ccco2)CC1	11.9	190	-11.9	190	2.0%	0.4%	0.4	98.3	98.0
COc1cc(C(=O)Nc2ccc(NC(=O)C(C)C)nc2)cc(OC)c1OC	nt	nt	nt	nt	-9.7%	7.3%	-11.9	87.0	98.9
CCCOC(=O)Nc1cc(OC)c(Cl)cc1OC	-2.6	117	2.6	117	-3.1%	-4.9%	-1.8	82.6	84.4
CCC(CO)NCCNC(CC)CO (stereo not given)	4.7	185	-4.7	185	-5.5%	-2.6%	-6.2	92.9	99.1
O=C(COC(=O)C1=COCCO1)Nc1ncc(C(F)(F)F)cc1Cl	5.7	159	-5.7	159	-23.2%	8.5%	-13.1	90.0	103.1
Cc1ccc(S(=O)(=O)N2CCCOC2)cc1	-4.5	143	4.5	143	13.0%	2.4%	1.8	106.4	104.6
COC(=O)[C@H](CCSC)NC(=O)NCc1ccccc1F	-1.5	164	1.5	164	0.0%	3.8%	6.2	96.9	90.7
O=C(Nc1nc2ccccc2[nH]1)C1CCN(S(=O)(=O)c2cccs2)CC1	-8.1	156	8.1	156	-9.3%	-5.5%	nt	nt	nt
Cc1cc(C)c(NC(=O)C2CCCN2CCC(C)C)c(C)c1 (stereo not given)	7.0	149	-7.0	149	nt	nt	0.3	87.9	87.6
Cc1cn(COC/C=C/c2ccccc2)c(=O)[nH]c1=O	1.5	148	-1.5	148	-10.0%	0.5%	2.0	93.9	91.9
COCCc1nnc(NC(=O)Cc2ccccc2)s1	nt	nt	nt	nt	-10.0%	0.0%	-5.2	94.2	99.3
CCC(C)NC(=O)CC(NS(=O)(=O)c1ccc(Cl)cc1)c1ccco1 (stereo not given)	2.9	122	-2.9	122	1.0%	-3.0%	1.9	84.9	83.0
Cc1cc(C)nc(/N=C2\NC(=O)CC(C(=O)O)N2CCc2c[nH]c3ccccc23)n1 (stereo not given)	7.2	57	-7.2	57	-47.7%	-7.5%	-14.4	90.0	104.5
COC(=O)c1ccc(NC(=O)CCn2cccc2)cc1	17.7	113	-17.7	113	13.0%	-15.2%	14.3	98.1	83.8
Cc1ccc(S(=O)(=O)C2(C(=O)N3CCCC(C)C3)CC2)cc1 (stereo not given)	1.2	177	-1.2	177	-10.0%	6.3%	5.4	103.8	98.4
CCOC(=O)c1sc(NC(=O)c2cccs2)cc1C	-17.3	146	17.3	146	-29.6%	0.6%	-4.3	62.0	66.4
O=C(c1ccc2c(c1)N(Cc1ccccc1)CCS2)N1CCCCC1	7.4	57	-7.4	57	-9.4%	-3.8%	-2.8	77.0	79.8
CCN(CC)CCOC(=O)CCc1cccc2ccccc12	21.8	138	-21.8	138	nt	nt	-1.0	100.0	101.0
Cc1noc(COc2ccccc2OCc2onc(C)c2Cl)c1Cl	-0.1	104	0.1	104	nt	nt	-4.2	93.3	97.5
Cc1cc(C)n(-c2nnc(C)n2NS(=O)(=O)c2ccc(F)cc2)n1	-6.3	92	6.3	92	-2.0%	-9.3%	-5.3	101.0	106.3
C=CCn1c(SCC(=O)NCc2ccc3c(c2)OCO3)nc2scc(-c3ccc(F)cc3)c2c1=O	0.5	165	-0.5	165	17.9%	-3.8%	nt	nt	nt
CC(C)OC(=O)c1nn2c(C(F)(F)F)cc(-c3ccco3)nc2c1Cl	0.4	153	-0.4	153	nt	nt	-1.3	82.8	84.1
Cc1ccc(NC(=O)COC(=O)Cn2c(C)csc2=O)cc1	13.0	132	-13.0	132	-8.7%	0.9%	8.5	90.0	81.5
O=C(CCn1c(=O)oc2ccccc21)Nc1cccc(Cl)c1	nt	nt	nt	nt	15.1%	1.4%	6.4	82.1	75.6
CN1CCN(CCCNC(=O)c2ccc(CS(=O)(=O)c3ccc(Br)cc3)o2)CC1	12.8	47	-12.8	47	-7.5%	11.3%	11.4	93.9	82.5
CCCc1cc(=O)[nH]c(SCC)n1	13.1	161	-13.1	161	5.9%	1.8%	nt	nt	nt
CCOC(=O)CNc1nc(OCC#N)nc(N2CCOCC2)n1	19.0	86	-19.0	86	-9.1%	-19.1%	1.9	99.2	97.3
COCCN(CCOC)C(=O)C12CCC(C)(C(=O)C1)C2(C)C (stereo not given)	-3.9	73	3.9	73	-19.0%	-8.5%	13.4	98.9	85.5
COc1ccc(-c2n[nH]c(C(F)(F)F)c2-c2cc3ccccc3o2)c(O)c1	-18.1	54	18.1	54	-104.7%	-24.3%	-21.4	10.7	32.0
COc1ccc(N2CCN(Cc3cc(=O)oc4ccc(Cl)cc34)CC2)cc1	11.0	99	-11.0	99	5.3%	-2.8%	-2.5	54.4	56.9
Cc1ccccc1CSc1nc2c(c(=O)[nH]1)CCC2	nt	nt	nt	nt	12.5%	-6.3%	10.1	88.2	78.1
COc1ccc(NC(=O)C2CCCN(S(=O)(=O)c3c(C)n[nH]c3C)C2)c(OC)c1 (stereo not given)	-5.6	176	5.6	176	-49.4%	-0.8%	-4.6	81.3	85.9
C=CCn1c(-c2cccc(Cl)c2)n[nH]c1=S	-15.4	221	15.4	221	1.9%	-1.4%	12.7	86.7	74.0
COCCN(CCOC)C(=O)c1sc2nc(-c3ccccc3)cn2c1C	-2.6	139	2.6	139	-66.0%	-7.1%	6.7	95.9	89.2
CCN(CC)S(=O)(=O)c1ccc(-c2nnc(SCC(=O)N3c4ccccc4CC3C)o2)cc1 (stereo not given)	6.7	101	-6.7	101	-5.2%	7.4%	1.5	72.5	71.0
COc1ccc(OC(=O)c2cc3ccccc3o2)cc1	23.6	140	-23.6	140	-0.2%	-4.1%	11.2	104.3	93.1
O=C(COC(=O)c1cccs1)NCC1CCCO1 (stereo not given)	3.8	114	-3.8	114	1.1%	-9.6%	2.7	97.2	94.5
Cc1cc(-c2ccccc2C(=O)NCc2ccccc2)on1	9.5	115	-9.5	115	8.6%	4.5%	6.3	84.5	78.2
COc1ccc(/C=C/C(=O)N(CC(C)C)CC(C)C)cc1Br	10.8	85	-10.8	85	-40.2%	6.9%	nt	nt	nt
CCN(CC)C(=O)Oc1ccc2c(=O)c(-c3ccc(OC)cc3)coc2c1	-15.9	99	15.9	99	-12.0%	-3.1%	-6.8	77.1	83.8
COc1ccccc1N1CCN(C(=O)C(OC(C)=O)c2ccccc2)CC1 (stereo not given)	14.7	176	-14.7	176	-33.2%	2.5%	8.9	85.2	76.3
Cc1n[nH]c(=O)nc1NCc1ccccc1Cl	6.8	179	-6.8	179	-15.0%	-5.8%	2.8	96.0	93.2
CCC(=O)NCCc1cc2cc(C)c(C)cc2[nH]c1=O	13.7	168	-13.7	168	-16.1%	1.9%	-18.8	81.6	100.3
CC(C)OCCCNC(=O)c1ccccc1Oc1ccccc1	8.0	160	-8.0	160	-2.8%	2.2%	-7.4	84.3	91.7
Cc1ccc(-n2ccc(=O)c(-c3ccnc(SCc4cccc(Cl)c4)n3)n2)cc1	-2.7	107	2.7	107	-42.8%	0.0%	nt	nt	nt
Cc1nnc(SCCn2c(N3CCC(C)CC3)nc3c2c(=O)n(C)c(=O)n3C)s1	17.9	158	-17.9	158	nt	nt	0.8	71.5	70.8
CCN(CC)S(=O)(=O)c1cccc(C(=O)Nc2ccc(Cl)cn2)c1	-12.9	103	12.9	103	26.3%	-3.2%	-17.1	78.1	95.3
Cc1ccc2[nH]c(=O)c(CN(Cc3cccs3)Cc3nnnn3CC3CCCO3)cc2c1 (stereo not given)	19.0	149	-19.0	149	-18.7%	2.3%	14.5	42.8	28.3
COc1ccc(CNC(=O)C2CC(=O)N(c3ccc(OCC(=O)N4CCCCC4)cc3)C2)cc1 (stereo not given)	1.1	92	-1.1	92	-65.4%	-8.8%	19.8	86.1	66.3
COc1ccccc1N/N=C/c1c(CO)cnc(C)c1O	-3.3	160	3.3	160	7.5%	-0.6%	-7.4	66.0	73.4
New compounds follow
SMILES	IL1B NFkB pot	IL1B NFkB pot cell count 2 µM	IL1B NFkB inh	IL1B NFkB inh cell count 2 µM	PLAP inhibitors HTS	Bcl-B displacement	MRP reversal	MRP reversal cytotoxicity	MRP reversal with doxorubicin
CCc1ccc(OCCCC(=O)O)c(Br)c1	0.5	148	-0.5	148	-27.2%	-12.1%	3.0	91.8	88.8
CC(C)(C)C(=O)CC(=O)Nc1ccc(Cl)c(N)c1	-12.2	75	12.2	75	-1.6%	-7.3%	-12.2	88.2	100.4
CC(=Nc1ccccc1)Nc1ccccc1	nt	nt	nt	nt	0.7%	-0.4%	-17.9	96.8	114.7
COC(=O)[C@H](Cc1ccccc1)NC(=O)N1CC(C)OC(C)C1 (stereo not given in full)	-9.9	77	9.9	77	-22.0%	1.5%	9.9	94.8	84.9
Cn1c(Cl)c(C(=O)Nc2ccccc2)c2ccccc21	-2.9	142	2.9	142	12.7%	0.4%	nt	nt	nt
COc1ccccc1C(=O)N1CCN(c2cccc(C(F)(F)F)c2)CC1	-16.5	131	16.5	131	-54.1%	-3.9%	-45.0	15.2	60.2
O=C(NCC1(c2ccccc2)CCCC1)C(=O)NCC1(c2ccccc2)CCCC1	14.4	137	-14.4	137	nt	nt	10.2	91.3	81.1
Cc1ccc(CNC(=O)Cn2cncn2)cc1	-0.7	146	0.7	146	15.6%	4.3%	nt	nt	nt
CCSCc1nnc(SCC(=O)Nc2cccc(SC)c2)n1C	16.9	143	-16.9	143	-46.9%	-0.2%	-1.6	89.6	91.2
S=c1[nH]nc(CSc2nc3ccccc3s2)n1Cc1ccccc1	7.6	183	-7.7	183	-3.7%	-11.7%	-11.8	64.5	76.3
CCOc1ccc(N2C(=O)CSC23CCCCC3)cc1	nt	nt	nt	nt	-30.9%	16.8%	-2.1	92.1	94.2
CC(C)(C)S(=O)c1cccs1 (stereo not given)	-3.9	216	3.9	216	12.5%	-3.6%	8.2	101.6	93.4
CC1(C)CC(=O)c2cnc(N3CCN(c4ccccc4)CC3)nc2C1	18.9	114	-18.9	114	10.1%	-0.5%	nt	nt	nt
N#CC1=C(N)N(c2ccc(Oc3ccccc3)cc2)C(=O)C1	8.2	177	-8.2	177	-26.2%	-17.4%	0.4	85.2	84.9
Brc1cc2c(cc1/C=N/Nc1nc3ccccc3s1)OCO2	1.6	167	-1.6	167	9.3%	1.0%	nt	nt	nt
CCOc1ccc(OCC)c(NC(=O)CSc2nnnn2CC)c1	-3.8	79	3.8	79	nt	nt	-28.1	53.1	81.2

Already shown: an excerpt of the list.
SMILES	IL1B NFkB pot	IL1B NFkB pot cell count 2 µM	IL1B NFkB inh	IL1B NFkB inh cell count 2 µM	PLAP inhibitors HTS	Bcl-B displacement	MRP reversal	MRP reversal cytotoxicity	MRP reversal with doxorubicin
Cc1ccc(CNC(=O)Cn2cncn2)cc1	-0.7	146	0.7	146	15.6%	4.3%	nt	nt	nt
CCSCc1nnc(SCC(=O)Nc2cccc(SC)c2)n1C	16.9	143	-16.9	143	-46.9%	-0.2%	-1.6	89.6	91.2
S=c1[nH]nc(CSc2nc3ccccc3s2)n1Cc1ccccc1	7.6	183	-7.7	183	-3.7%	-11.7%	-11.8	64.5	76.3
CCOc1ccc(N2C(=O)CSC23CCCCC3)cc1	nt	nt	nt	nt	-30.9%	16.8%	-2.1	92.1	94.2
CC(C)(C)S(=O)c1cccs1 (stereo not given)	-3.9	216	3.9	216	12.5%	-3.6%	8.2	101.6	93.4
CC1(C)CC(=O)c2cnc(N3CCN(c4ccccc4)CC3)nc2C1	18.9	114	-18.9	114	10.1%	-0.5%	nt	nt	nt

Assay outcomes (PubChem BioAssay)
